mIAP activ = activators of mouse IAP, primary screen, biochemical, luminescence, uHTS. activation factor at 10 µM. 330,000 compounds, 0.24% hits. AID 2805, 2010. muIAP, CDP-Star luminescence, 30 min; active compounds read high; 1 = vehicle-only enzyme signal, 0 = enzyme-free wells. intestinal alkaline phosphatase [Mus musculus];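 active = activation factor of at least 2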; also: the source names both 10 and 20 µM as test concentration; values of inactives mirror those of a sister screen read the other way
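System: mouse IAP enzyme. Reagent: CDP-Star chemiluminescent phosphatase substrate. Benchmarks: DMSO wells, no-enzyme wells. Times: 30 min enzyme-substrate-compound incubation at room temperature. Detection: luminescence from enzymatic CDP-Star hydrolysis. Doses: test compounds delivered from DMSO solution.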
beta cell repl = inducers of MIN6 beta-cell proliferation, primary screen, ATP luminescence, uHTS. MIN6 cells proliferation, ATPlite luminescence, 48 h; cells starved in 0.2% serum; 100% = growth in 10% serum. proliferation, % at 10 µM. 330,000 compounds, 0.29% hits. AID 2380, 2010;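 active = compounds whose signal lies at least 3.5 SD above the mean of all wells on their plate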;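 also: 0% = DMSO-treated cells in low-serum medium and 100% = 10% serum control; some compounds called inactive have numbers as strong as hits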
ATG4B inh = ATG4B protease inhibitors, primary screen, biochemical, fluorescence, uHTS; Cysteine protease ATG4B (Homo sapiens), Q9Y4P1; ATG4B cleavage of LC3-PLA2, NBD-HPC fluorescence, 1 h; inhibition, % at 8.33 µM; 340,000 compounds, 0.51% hits; AID 504462, 2011; in the data active = inhibition above about 40%
Target sequence (Q9Y4P1 whole entry, looked up): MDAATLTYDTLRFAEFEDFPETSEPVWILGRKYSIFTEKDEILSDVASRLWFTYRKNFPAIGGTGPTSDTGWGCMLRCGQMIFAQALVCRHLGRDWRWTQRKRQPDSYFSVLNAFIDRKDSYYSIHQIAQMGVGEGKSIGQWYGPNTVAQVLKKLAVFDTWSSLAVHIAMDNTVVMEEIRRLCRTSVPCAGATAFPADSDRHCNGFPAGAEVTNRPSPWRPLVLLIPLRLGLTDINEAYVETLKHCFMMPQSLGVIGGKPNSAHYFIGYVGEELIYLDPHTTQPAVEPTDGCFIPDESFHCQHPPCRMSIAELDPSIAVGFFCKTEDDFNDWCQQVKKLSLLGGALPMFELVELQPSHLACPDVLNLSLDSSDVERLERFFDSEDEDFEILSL
A3G deaminase = APOBEC3G DNA deaminase inhibitors, primary screen, biochemical, fluorescence, single-stranded DNA substrate, uHTS | recombinant A3G, ssDNA deamination FAM/TAMRA fluorescence | inhibition, % at 20 µM | 330,000 compounds, 0.28% hits;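 active = inhibition of at least 40% at 20 µM, with no more than 30% in the related APOBEC3A deaminase screen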;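 also: plate controls were DMSO wells with A3G for no effect and wells lacking A3G enzyme for full effect; some compounds called inactive have numbers as strong as hits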
Target sequence (Q9HC16 whole entry, looked up): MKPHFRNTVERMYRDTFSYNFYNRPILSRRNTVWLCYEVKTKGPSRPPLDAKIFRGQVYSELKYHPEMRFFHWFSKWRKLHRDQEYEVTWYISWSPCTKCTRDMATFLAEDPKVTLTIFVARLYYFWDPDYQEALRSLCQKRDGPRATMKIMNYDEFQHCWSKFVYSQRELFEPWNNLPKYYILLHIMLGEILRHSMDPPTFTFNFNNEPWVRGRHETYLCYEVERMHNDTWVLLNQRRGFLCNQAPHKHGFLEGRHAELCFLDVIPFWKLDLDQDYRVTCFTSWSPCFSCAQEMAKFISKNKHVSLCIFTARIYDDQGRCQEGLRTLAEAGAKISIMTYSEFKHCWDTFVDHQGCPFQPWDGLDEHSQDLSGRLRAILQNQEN
hIAP block = human IAP inhibitors, primary screen, biochemical, luminescence, uHTS; AID 2544, 2010; inhibition, % at 10 µM; 330,000 compounds, 0.12% hits; Intestinal-type alkaline phosphatase (Homo sapiens), P09923; purified IAP, CDP-Star luminescence, 30 min;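 active = inhibition reaching a set limit with compound at 10 µM in the primary screen, cut at about 35% in these data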;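 also: plate controls were DMSO wells with enzyme for no effect and no-enzyme buffer wells for full effect; values of inactives mirror those of a sister screen read the other way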
A3A deaminase = APOBEC3A ssDNA deaminase inhibitors, primary screen, selectivity assay for APOBEC3G inhibitor project, biochemical, FAM/TAMRA oligo cleavage fluorescence | DNA dC->dU-editing enzyme APOBEC-3A (Homo sapiens), P31941 | recombinant A3A, FAM/TAMRA ssDNA deamination fluorescence | inhibition, % at 20 µM | 330,000 compounds, 0.41% hits | AID 493011, 2011;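 active = at least 40% inhibition at 20 µM here, with at most 30% in a related deaminase screen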;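 also: plate controls were A3A with DMSO for no effect and wells lacking A3A enzyme for full effect; some results filed as inactive read as strong as hits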
Target sequence (P31941 whole entry, looked up): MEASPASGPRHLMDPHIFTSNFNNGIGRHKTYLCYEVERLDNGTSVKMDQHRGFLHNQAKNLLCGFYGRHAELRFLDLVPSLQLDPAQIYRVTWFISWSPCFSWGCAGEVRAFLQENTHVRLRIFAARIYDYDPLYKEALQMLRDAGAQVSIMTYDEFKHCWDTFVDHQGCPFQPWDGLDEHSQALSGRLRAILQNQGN
MPTP block = mitochondrial permeability transition pore inhibitors, primary screen, biochemical, isolated mouse mitochondria, absorbance. Ca2+ swelling absorbance, 30 min. inhibition, % at 10 µM. 360,000 compounds, 1.4% hits. AID 602449, 2012;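 active = inhibition of 50% or more, scaled per plate between neutral and stimulator controls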;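 also: 0% = DMSO wells given calcium and 100% = 1 mM EGTA wells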
mIAP block = inhibitors of mouse IAP, primary screen, biochemical, luminescence, uHTS; purified mouse IAP, CDP-Star luminescence, 30 min; inhibition, % at 10 µM; 330,000 compounds, 0.2% hits; AID 2806, 2010;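 active = inhibition of at least 40% at 10 µM in the primary screen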;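 also: plate controls were DMSO with enzyme for no effect and no enzyme wells for full effect; values of inactives mirror those of a sister screen read the other way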
hIAP activ = human IAP activators, primary screen, biochemical, luminescence, uHTS. Intestinal-type alkaline phosphatase (Homo sapiens), P09923. purified human IAP, CDP-Star luminescence, 30 min; active compounds read high; 1 = vehicle-only enzyme, 0 = enzyme-free background. activation factor at 10 µM. 330,000 compounds, 0.16% hits. AID 2524, 2010;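 active = activation factor of the enzyme at least 2-fold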; also: the source names both 10 and 20 µM as test concentration; values of inactives mirror those of a sister screen read the other way
Numbers without * were called inactive; / = not tested or not shown.

SMILES	mIAP activ	beta cell repl	ATG4B inh	A3G deaminase	hIAP block	A3A deaminase	MPTP block	mIAP block	hIAP activ
CCOc1ccc(CN2C(=O)CCC2(C)C(=O)NCc2cccnc2)cc1 (stereo not drawn)	1.1	-3	-3	-6	2	-1	0.3	-6	0.98
Cc1cccc(N2C(=O)CC(Sc3ncn[nH]3)C2=O)c1 (stereo not drawn)	0.99	-6	3	29	-8	-5	0.8	1	1.1
C=CCNC(=O)c1onc(CSc2nc3ccccc3[nH]2)c1C(=O)NCC=C	0.97	-2	-5	-8	20	-1	1.5	3	0.8
O=C(O)c1cccc(S(=O)(=O)Nc2ccc(Oc3ccccc3)cc2)c1	1	0	3	5	5	7	-1.2	-4	0.95
O=C(N/N=C/c1ccc(F)cc1)c1sccc1OCc1ccc(F)cc1	1	-2	-5	0	6	2	-1.9	-2	0.94
CN(C(=O)c1ccc(F)c(S(=O)(=O)N2CCOCC2)c1)C1CCCCC1	0.87	-4	-2	-8	10	-4	-2.1	13	0.91
O=C(NCCCn1ccnc1)/C(=C/c1ccco1)NC(=O)c1ccccc1	0.98	-1	-10	-8	-1	-5	0.6	2	1
CS(=O)(=O)N(CCCC(=O)N1CCCCCC1)c1cccc(Cl)c1	1	-3	-5	-1	2	1	0.6	-5	0.98
CCOC(=O)C1CCCN(C(=O)c2cccc([N+](=O)[O-])c2C)C1 (stereo not drawn)	1	-2	7	-4	-4	-1	0.0	-2	1
COc1ccc(-n2c(-c3ccc(Cl)cc3)c[n+]3c2CCCCC3)cc1	0.88	-4	-9	-4	-4	0	1.0	12	1
CCOc1ccc2nc(N3C(=O)C(O)=C(C(=O)c4ccco4)C3c3ccco3)sc2c1 (stereo not drawn)	0.6	-7	-39	12	5	32	-1.1	40	0.95
CCN(CC)S(=O)(=O)c1ccc(Cl)c(NC(=O)CCCCl)c1	1.1	-2	-3	-5	-7	-4	1.3	-13	1.1
COc1ccccc1-c1nnc(SCC(=O)Nc2cccnc2Cl)n1C	1.1	-2	0	-2	-8	0	-0.5	-11	1.1
COc1cc(OC)cc(C(=O)N=c2sc3ccccc3n2C)c1	1	-3	5	10	-6	4	3.5	-2	1.1
COc1ccc(CN(C(=O)c2snc(C(N)=O)c2N)C(C(=O)NC2CCCC2)c2ccco2)cc1 (stereo not drawn)	1	-3	10	-6	-10	-3	1.1	-3	1.1
CC1CCCCN1C(=O)Cn1cc(C(=O)c2ccco2)c2ccccc21 (stereo not drawn)	1.1	2	11	-9	-6	-2	-0.8	-5	1.1
COCC(=O)OCc1cc2cccc(C)c2[nH]c1=O	1	1	9	-4	14	-7	1.9	-1	0.86
COc1ccc(C(=O)NCc2cc3ccccc3n2C)cc1	1.2	-3	-12	3	-8	-3	-0.3	-19	1.1
CCN(CC)C(=O)c1sc2nc(-c3cccs3)cc(-c3ccc(Cl)cc3)c2c1N	0.85	-4	-5	-7	-9	-1	-0.1	14	1.1
S=C(c1ccc(-c2cc(Cl)ccc2Cl)o1)N1CCCCC1	0.94	0	-5	4	-4	2	4.6	6	1
O=C(CN1C(=O)C2C3C=CC(C3)C2C1=O)NCC1COc2ccccc2O1 (stereo not drawn)	1.1	0	0	0	-6	5	-0.5	-14	1.1
CCCC12CN(C(=O)c3ccco3)CC(CCC)(CN(C(=O)c3ccco3)C1)C2=O	1.1	-4	-4	-7	13	-3	3.1	-6	0.87
C#CCOCCOCCOCCNc1nc(N2CCN(C(=O)CCCCCCCCCCNC(=O)[C@H](CO)n3cc(CCCSC)nn3)CC2)nc(N2CCN(C(=O)CCCCCCCCCCNC(=O)[C@H](CO)n3cc(CCCSC)nn3)CC2)n1	1.6	-7	-20	-1	-19	0	0.5	-57	1.2
CCCOc1cccc(C(=O)NC(=S)Nc2ccccc2)c1	0.78	-7	1	-8	10	-6	0.6	22	0.9
CCOc1ccccc1C(=O)Nc1cccc2cccnc12	1.1	-4	-2	7	-13	-3	3.9	-8	1.1

Overlap with the part before: two compounds, followed by the next part.
SMILES	mIAP activ	beta cell repl	ATG4B inh	A3G deaminase	hIAP block	A3A deaminase	MPTP block	mIAP block	hIAP activ
CCCOc1cccc(C(=O)NC(=S)Nc2ccccc2)c1	0.78	-7	1	-8	10	-6	0.6	22	0.9
CCOc1ccccc1C(=O)Nc1cccc2cccnc12	1.1	-4	-2	7	-13	-3	3.9	-8	1.1
CCCNC(=O)C1(CC2CC(c3ccccc3)=NO2)CCN(C(=O)OC(C)(C)C)CC1 (stereo not drawn)	1.1	-2	-9	-9	-11	0	-0.3	-8	1.1
CCOC(=O)C1=C(N)OC2=C(C(=O)CC(C)(C)C2)C1c1ccc(CC)s1 (stereo not drawn)	1	-1	3	-9	-6	-3	-0.2	-1	1.1
CC(=O)O[C@H]1CC(C)(C)C(=C=C/C(C)=C/C=C/C(C)=C/C=C/C=C(C)/C=C/C=C(\C)C(=O)C[C@@]23O[C@]2(C)C[C@@H](O)CC3(C)C)[C@](C)(O)C1	0.9	-8	-12	-2	9	-2	/	10	0.91
CCOC(=O)c1cc2n(c1N)-c1ccccc1C2=O	0.93	-4	-26	-6	11	-3	1.8	7	0.89
CN(CC(=O)Nc1ccccc1Cl)C(=O)c1cccc(S(=O)(=O)N2CCN(Cc3ccccc3)CC2)c1	0.94	-1	-2	14	-10	-1	33	6	1.1
Cc1ccc(S(=O)(=O)N[C@@H](CC(C)C)C(=O)N2CCC(C(=O)N[C@H](C(=O)O)C(C)C)CC2)cc1	1.1	3	-11	-11	12	-5	2.8	-6	0.89
O=C(OCCOc1cccc(Cl)c1)c1ccc(F)c(S(=O)(=O)N2CCOCC2)c1	0.88	-3	1	0	4	-1	-0.5	12	0.96
O=C(Nc1ccnn1C1CCN(Cc2ccccc2)CC1)C1CCOC1 (stereo not drawn)	1	0	-6	-4	-3	-1	-1.6	0	1
C=CCn1c2[n+](c3ccccc3c1=O)CCCCC2	0.95	0	0	14	7	67*	-1.2	5	0.93
Cc1cc(C)c([N+](=O)[O-])cc1NC(=O)CCS(=O)(=O)c1ccccc1	1.1	-3	16	-4	-9	-3	-0.6	-11	1.1
CC(=O)c1ccc(N2CCN(S(=O)(=O)c3ccc4c(c3)CC(C)N4C(C)=O)CC2)cc1 (stereo not drawn)	0.96	-7	-7	-9	-20	-6	11	4	1.2
COc1ccccc1-n1cnc2cc(NS(=O)(=O)c3ccccc3)ccc21	1	-1	-12	-5	-6	-3	0.2	-4	1.1
S=C(NCCc1ccccn1)Nc1ccccc1	1.1	-5	-10	0	-1	-5	-0.9	-7	1
Oc1oc(-c2ccco2)nc1C=Nc1cccc(Cl)c1	0.92	0	11	-3	17	-2	-0.1	8	0.83
Cc1cccc2cc(C(c3nnnn3CC3CCCO3)N3CCOCC3)c(=O)[nH]c12 (stereo not drawn)	1	-2	-12	-1	-4	0	7.5	0	1
COc1cc(OC)cc(C(=O)Nc2ccc(N(C)C)c3ccccc23)c1	1	-3	6	-5	-5	-7	0.8	0	1.1
Fc1ccc(CN2CCCCCCC2)cc1	0.93	-2	1	-2	-18	2	-0.4	7	1.2
CCOC(=O)c1c(NC(=O)COC(=O)CCOc2ccccc2C)sc(C(=O)NC)c1C	1	-1	3	-4	-16	6	-1.1	-1	1.2
COc1ccc(S(=O)(=O)N2CCN(c3ncccn3)CC2)cc1	1.1	0	1	-4	-9	-3	2.7	-9	1.1
CSc1ncccc1C(=O)NCC1CCCCC1	1	-1	-10	-6	10	2	0.7	-2	0.9
CCOc1ccc(CCNc2cc(C)nc3ncnn23)cc1OCC	1	-1	2	2	8	0	0.1	0	0.92
CCCSc1nnc(Cc2cc(=O)[nH]c(=O)[nH]2)n1-c1cc(C)ccc1C	1.1	-1	1	-7	-29	-3	-0.6	-5	1.3
CN(c1ccc(Cl)cc1)S(=O)(=O)c1nnc(NC(=O)c2ccco2)s1	0.85	-5	9	4	13	10	5.3	15	0.87
Cc1sc(NC(=S)NC(=O)c2ccccc2)c(C#N)c1C	0.88	-2	-3	-7	2	-5	70*	12	0.98
CCOC(=O)CSc1nncc2ccc(OC)c(OC)c12	0.93	-1	-8	-5	-7	-1	-0.1	7	1.1

Next section:
SMILES	mIAP activ	beta cell repl	ATG4B inh	A3G deaminase	hIAP block	A3A deaminase	MPTP block	mIAP block	hIAP activ
CCCCn1c(SCC(=O)N2CCC(C)CC2)nc2cc(S(N)(=O)=O)ccc21	1.1	-1	-3	-7	3	-7	-0.6	-7	0.97
Fc1ccc2cc(-c3ccccc3F)ncc2c1	1.1	-3	6	-10	0	-4	1.4	-7	1
O=C1c2ccccc2C2=Nc3ccccc3SC(c3ccccc3F)C12 (stereo not drawn)	0.91	-6	19	29	1	4	93*	9	0.99
CCCCOC(=O)Nc1nccs1	1	-2	-9	-2	-3	-3	-0.7	-1	1
Cc1ccc(C)c(S(=O)(=O)NCc2ccc(C(=O)N3CCCCCC3)cc2)c1	0.93	0	13	1	-2	6	7.5	7	1
Nc1cc(=O)[nH]c(=O)n1-c1ccc(Cl)cc1	1	-2	-1	-11	-12	-12	2.8	-2	1.1
COc1cc(/C=C2\CCC(C3CCCC3)C2=O)cc(OC)c1OC (stereo not drawn)	0.83	5	5	-9	21	-5	-0.4	17	0.79
O=C1CCCc2c1cc(-c1ccccc1)n2-c1ccc(O)cc1	1	-6	-5	3	-2	2	3.0	-4	1
Cc1ccc(O)c(CNn2cnnc2)c1	0.98	-1	-1	-9	9	-5	-0.9	2	0.91
CCOC(=O)Cc1c(C)nc2c(C#N)c[nH]n2c1=O	0.95	1	2	-4	-11	-1	-3.0	5	1.1
Cn1cc(Br)c(-c2cccc(NC(=O)CCCC(=O)O)c2)n1	0.99	9	-4	-8	6	-4	2.4	1	0.94
Cc1cc(C)nc(-n2nc(C)c(Br)c2Nc2ccc(Br)cc2)n1	1.1	-1	9	-2	0	3	1.7	-8	1
Cc1ccc(CNS(=O)(=O)CCNC(=O)c2ccc3c(c2)OCO3)cc1	0.92	-4	8	2	-23	-4	-0.9	8	1.2
c1cnc2nc(-c3ccc4c(c3)OCO4)cn2c1	1.1	-2	-9	-5	-19	-2	-0.9	-10	1.2
CCCCCC[N+](C)(C)CCSSCC[N+](C)(C)CCCCCC	0.93	-3	-16	-5	-2	-2	-2.5	7	1
CCOC(=O)[C@H]1[C@H]2COc3ccccc3[C@@H]2N2C(=O)c3cc(F)ccc3NC(=O)[C@@]12C	1	-2	-10	-7	-20	-3	-2.5	0	1.2
Cc1ccc(N2CCCCn3c2nc2c3c(=O)n(CC(=O)O)c(=O)n2C)cc1	1	-1	-3	-4	19	-1	-4.6	-5	0.81
CNc1c(NS(=O)(=O)c2cc(OC)ccc2OC)c(=O)oc2ccccc12	0.98	0	0	1	-11	-2	-0.1	2	1.1
Cn1ccnc1SCC(=O)c1c[nH]c2ccccc12	0.85	-1	7	-6	11	-3	-1.0	15	0.89

From PubChem

Random draw from the library; any-hit rate near 3.3%.
